A549 tox – A549 cytotoxicity, counter-screen for Nrf2 inhibitors; A549 ARE-Fluc cells, CellTiter-Fluor viability, 18-24 h; Potency, µM (highest dose often 46 µM), for inactives: at the highest dose activity change, negative = cytotoxicity, actives largely listed as inhibitors; 0.16% of 390,000 active; note: potency is the fitted concentration of half-maximal effect; % is set by controls: 0 for no effect and ±100 for the full control effect
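A549 ARE-Fluc cells in 5% FBS OPTI-MEM, 5000 cells/well, rested 2 h then exposed to compounds in concentration-response for 18-24 h at 37 °C. Viability by CellTiter-Fluor fluorescence (Ex 405/Em 525) after 30 min; luciferase luminescence (BugLite, 15 min, RT) read afterwards.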
pAkt inh – Akt phosphorylation inhibition | 0.32% of 360,000 active | AID 651550 | Neuro2A IGF-stimulated pAkt S473 HTRF, 20 min; stronger effect = lower value | activity change, % for hits at 50 µM; in the data active = activity change below about -80%; inconclusive = mostly about -51% to -80%; note: % is set by controls: 0 for no effect and ±100 for the full control effect
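Neuro2A cells (4,500/well, DMEM with 0.5% FBS) were treated with compound at a single 50 µM final concentration, stimulated with 6 nM IGF for 20 min at 37 °C, and lysed. Phospho-Akt Ser473 was read by HTRF as 665/615 ratio ×10^4.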
CCT chaperon mod – changes cytosolic chaperonin activity; purified chaperonin ATPase assay, HTRF ADP detection, 30 min; 0.3% of 360,000 active; activity change, % (no concentration beside the values), hits read low; AID 651819; in the data active = activity change below about -30%; note: % is set by controls: 0 for no effect and ±100 for the full control effect
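TRiC (40 or 20 nM final, by batch activity) in 30 mM Tris pH 7.4, 100 mM KCl, 5 mM MgCl2, 1 mM DTT was treated with compound at 76 uM single dose, then 10 uM ATP, 30 min at 37 °C. ADP was read by HTRF Transcreener.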
HepG2 tox – HepG2 cytotoxicity, counter-screen for TGF-b inhibitors; HepG2 CAGA-GFP viability, ATP luminescence, 18 h; Potency, µM (highest dose often 46.1 µM), inactives show at the highest dose activity change, negative = cytotoxicity, most hits filed as cytotoxic; 0.76% of 410,000 active; AID 588856; note: potency is the fitted concentration of half-maximal effect; some results filed as inactive show a strong effect at the top dose
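CellTiter-Glo luminescence gave cytotoxicity after 18 hours at 37 degrees C. The cells were HepG2 CAGA-GFP in 1% FBS DMEM, stimulated with 500 pg/mL TGF-beta after compound addition. %Activity was normalised to no-cell wells (complete cell-killing) and DMSO (no toxicity), and curves were fitted and classified.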
TGFb inhibitor – inhibitors of TGF-b signaling; HepG2 CAGA-GFP TGF-b/SMAD3 reporter, GFP fluorescence, 18 h; TGF-beta stimulated, 500 pg/mL final; Potency, µM (doses to about 46.1 µM), without a hit: at the highest dose activity, negative = inhibition, usual class: inhibitors; 1.2% of 410,000 active; note: potency is the fitted concentration of half-maximal effect; % is set by controls: 0 for no effect and ±100 for the full control effect; nearly all actives have a fitted effect of over 65% in size
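GFP signal (ex488/em500-530) from TGF-beta-stimulated HEPG2 CAGA-GFP cells, 500 pg/mL final, 18 h at 37 degrees C in DMEM plus 1% FBS, normalized to unstimulated and DMSO-stimulated controls.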
Mm-Cpn inhibitor – M. maripaludis TRiC chaperonin inhibition; purified Mm-Cpn ATPase, ADP Transcreener TR-FRET; Potency, µM (titrated, usually from 76.9 µM), for the others: at the highest dose activity, negative = inhibition, most hits filed as inhibitors; 0.031% of 330,000 active; note: potency is the fitted concentration of half-maximal effect; % is set by controls: 0 for no effect and ±100 for the full control effect; nearly all actives have a fitted effect of over 80% in size
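TR-FRET (320 nm excitation; 590 and 665 nm emission) reports ADP made from 10 uM ATP by 25 nM enzyme; compounds were preincubated 10 min, reaction run 30 min, both at 37°C.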
ATXN viability – viability counter-screen for ATXN expression inhibitors. S2 cells (HEK-293 line with an ATXN2-luciferase reporter) viability, CellTiter-Fluor protease fluorescence, 24 h. Potency, µM (top dose mostly 56.7 µM), hits mostly cytotoxic. 0.49% of 400,000 active; note: potency is the fitted concentration of half-maximal effect; nearly all actives have a fitted effect of over 40% in size
Nrf2 block – inhibitors of Nrf2 signaling; A549 ARE-Fluc reporter, luciferase luminescence, 18-24 h; AID 504444; 2.1% of 360,000 active; Potency, µM (top dose mostly 46 µM), inactives show top-dose activity change, negative = inhibition, most hits filed as inhibitors; note: potency is the fitted concentration of half-maximal effect; % is set by controls: 0 for no effect and ±100 for the full control effect; nearly all actives have a fitted effect of over 60% in size
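In this cell-based qHTS, ARE-driven firefly luciferase in A549 cells reports Nrf2 activity; the luminescent signal after BugLite lysis is the measured value, with a prior CellTiter-Fluor read for cell health.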
Nrf2 ARE act – activates Nrf2 signaling | 0.31% of 410,000 active | Potency, µM (doses to about 46.1 µM), inactives show top-dose activation, actives largely listed as activators | AREc32 ARE-luciferase reporter (MCF7-derived line), luminescence, 24 h; note: potency is the fitted concentration of half-maximal effect; % of control where 0% means no effect; nearly all actives have a fitted effect of over 65% in size
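For detection, Steady-Glo was added and plates sat 30 min at RT; before that, AREc32_Fluc cells grown overnight in OPTI-MEM/5% FBS had been treated with 23 nL compound for 24 hr at 37 deg C.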
* marks the source's active call; other numbers are inactive results; i = inactive; ? = inconclusive; nt = no result given; & = joins results of further samples. Unless noted, calls come from the whole dose curve; as a rule, active = well fitted curve in the direction sought with a large enough effect; inconclusive = small, poorly fitted or top-dose-only effect, or another doubt; inactive = no such curve, though single readings can be large; an effect the other way counts as inactive or inconclusive.

structure	A549 tox	pAkt inh	CCT chaperon mod	HepG2 tox	TGFb inhibitor	Mm-Cpn inhibitor	ATXN viability	Nrf2 block	Nrf2 ARE act
CCN(CC)CCC(=O)N1c2ccccc2CCc2ccc(NC(=O)OC(C)C)cc21	-12%	i	-2.1	-16%	?	-1%	i	-4%	5.6%
CS(=O)(=O)Cc1nc2ccccc2n1CC(=O)Nc1cccc(S(=O)(=O)N2CCCC2)c1	0%	i	-4.9	-3%	-10%	nt	i	-25%	-0.1%
CC(=O)c1ccc(NC(=O)c2ccc(CNc3c(N4CCOCC4)c(=O)c3=O)cc2)cc1	2%	i	-4.1	-28%	-8%	-1%	i	2%	-0.1%
COC(=O)c1cc(S(=O)(=O)N(Cc2ccccc2)C(C)(C)C)c[nH]1	-1%	i	-2.7	-22%	-4%	-2%	i	-25%	-0.6%
Cc1ccc(S(=O)(=O)N(C(=O)c2ccncc2)c2ccc(OC(=O)c3ccncc3)cc2)cc1	-1%	i	-4.3	-24%	-11%	0%	i	8%	-0.4%
CCCOc1ccc(C2c3c(oc4ccccc4c3=O)C(=O)N2c2nnc(C(C)C)s2)cc1 (stereo not drawn)	-6%	nt	nt	-4%	-8%	nt	i	8%	-0.6%
CCOc1ccc2nc(N3CCCC(C(=O)NC4CCCC4)C3)sc2c1 (stereo not drawn)	-5%	i	-1.2	-14%	-4%	-2%	?	?	-0.2%
CC(C)c1ccccc1OCCCCCN1CCOCC1	1%	i	-0.2	-16%	2%	nt	i	-18%	-0.8%
CCn1ccnc1C(O)(c1ccccc1)c1ccccc1	1%	i	-1.9	2%	4%	-1%	i	9%	-0.7%
Cc1ccc(OCCC(=O)N(CC(=O)Nc2ccccc2C(F)(F)F)Cc2ccco2)cc1	0%	i	-1.8	-6%	?	1%	i	-14%	-0.3%
Cc1ccc(CNC(=O)C2CCC(=O)N(CCc3ccccn3)C2)s1 (stereo not drawn)	2%	i	-1.0	3%	25%	1%	i	2%	0.1%
CCN(CC)c1nc(C(N)=O)cc(-c2ccccc2)n1	-13%	i	-4.1	-33%	-10%	-2%	i	?	0.3%
O=C(CSc1nnnn1-c1ccccc1)CSc1nnnn1-c1ccccc1	0%	i	-2.7	-8%	-18%	-5%	i	10%	12%
Cc1ccc(C(=O)N/C(=C/c2cn(-c3ccccc3)nc2-c2ccccc2)C(=O)O)cc1	-4%	i	-0.5	-26%	-27%	-10%	i	-11%	-0.4%
Cc1c(CN2CCC(CO)(CCOc3ccccc3)CC2)[nH]c2ccc(Cl)cc12	5%	i	-56*	20µM*	?	1%	?	?	-1.9%
O=C(c1ccc(COc2ccc(F)cc2)o1)n1cc(Br)cn1	4%	i	2.3	1%	-2%	0%	i	?	2.2%
CCOC(=O)Cc1c(C)nc2c(-c3ccc(OC)c(OC)c3)c(C)nn2c1C	-2%	nt	nt	-14%	12%	nt	i	?	6.6%
COc1ccccc1N1CCN(c2cc(=O)n(-c3ccc(Cl)cc3)c(=O)[nH]2)CC1	-11%	i	0.8	2%	10%	-4%	i	-1%	-0.4%
Cc1c(CCC(=O)N2CCC(C(=O)O)CC2)c(=O)oc2cc3oc4c(c3cc12)CCCC4	0%	i	-0.6	-37%	9%	-5%	i	?	-1.5%
O=C(COc1ccc2c(c1)OCO2)NC12CC3CC(CC(C3)C1)C2	0%	i	-1.8	-8%	1%	-4%	i	26%	2.5%

Limited to TGFb inhibitor and ATXN viability, for 2 of the compounds above:
SMILES	TGFb inhibitor	ATXN viability
COC(=O)c1cc(S(=O)(=O)N(Cc2ccccc2)C(C)(C)C)c[nH]1	-4%	i
Cc1ccc(S(=O)(=O)N(C(=O)c2ccncc2)c2ccc(OC(=O)c3ccncc3)cc2)cc1	-11%	i

(listing goes on)
structure	A549 tox	pAkt inh	CCT chaperon mod	HepG2 tox	TGFb inhibitor	Mm-Cpn inhibitor	ATXN viability	Nrf2 block	Nrf2 ARE act
COC(=O)NCCOC(=O)N(O)c1ccc(Br)cc1	-18%	i	0.3	-15%	4%	1%	i	3%	-0.6%
O=S(=O)(c1ccc(F)cc1F)N1CCN(CCO)CC1	-1%	i	-1.0	6%	5%	nt	i	9%	0.1%
CCOc1cc(/C=N/n2cnnc2)c(Br)cc1O	-3%	i	-2.0	0%	14%	-2%	?	15%	0.0%
Cc1nc2ccc(NC(=O)N3CCCCC3)cc2s1	-6%	i	1.6	-6%	?	-18%	i	?	0.2%
Cc1ccc(/C=C/C(=O)N2CCN(c3ncccn3)CC2)o1	6%	i	-1.2	-27%	10µM*	-1%	?	-3%	?
CCOc1ccc(CCNS(=O)(=O)c2c(C)nc3scc(C)n3c2=O)cc1OCC	4%&2%	i	-2.6	1%&-1%	9%&-1%	3%	i	8%&-2%	0.4%&-0.4%
Cc1ccc(-c2nn(CCC#N)cc2C=C(C#N)C#N)cc1	2%	i	3.3	-44%	?	?	i	?	24%
CC(C)CCNC(=O)CCCN1C(=O)c2ccccc2Sc2ncccc21	-1%	nt	nt	-5%	?	nt	nt	-4%	-0.5%
O=C(CN1C(=O)NC2(CCCC2)C1=O)N1CCN(c2ccccc2O)CC1	-4%	i	2.2	-12%	-8%	-6%	i	-8%	-2.0%
CN1C(=O)C(C(=O)Nc2ccccc2F)c2ccccc21 (stereo not drawn)	2%	i	-0.7	-8%	-6%	-1%	i	11%	4.8%
O=C(OCC(O)CN1CCCCC1)C12CC3CC(CC(C3)C1)C2 (stereo not drawn)	4%	i	0.6	0%	-3%	-2%	i	-7%	0.0%
Cc1cccc(Oc2ccccc2NC(=O)C2=COCCO2)c1	-1%	i	-15	-18%	1%	0%	i	-28%	0.0%
CCOC(=O)CSc1nc2ccccc2c(=O)n1-c1ccc(C(=O)NCCOC)cc1	0%&-8%	i	1.9	-2%&0%	12%&-3%	0%	?	10%	-0.3%&0.2%
CC(O)(c1ccc(F)c(F)c1)c1nc(/C=C/c2ccc(C(F)(F)F)cc2)cs1 (stereo not drawn)	nt	i	-1.0	-119%	?	nt	?	nt	-2.4%
COc1ccc(-c2nc(CS(=O)CC(=O)NCc3ccccn3)c(C)o2)cc1 (stereo not drawn)	-1%	i	-1.4	-5%	5%	-1%	i	-1%	0.7%
COc1ccc(C2C(C(C)=O)=C(O)C(=O)N2c2ccc(F)cc2)cc1 (stereo not drawn)	5%	i	0.7	-35%	-25%	-7%	i	2%	-0.7%
O=C(OCC(=O)c1ccc(Cl)cc1Cl)c1cnccn1	0%	i	-1.5	-10%	-15%	1%	i	-4%	0.6%
CCOC(=O)C1CCCN(c2c(NCCCN(CC)c3cccc(C)c3)c(=O)c2=O)C1 (stereo not drawn)	3%	i	-6.9	-3%	4%	-1%	i	10%	-0.1%
O=C(Nc1ccccc1)c1ccc2nc(-c3ccco3)c(-c3ccco3)nc2c1	?	i	1.5	-21%&-29%	-12%&-29%	-7%	i	?	18%
COc1ccc(OCC(=O)Nc2ccc(OC)c(S(=O)(=O)N3CCCCC3)c2)cc1	-8%	i	0.6	-45%	-19%	0%	i	?	-0.2%
CC(C)NCc1cccc([N+](=O)[O-])c1	1%	i	0.3	29%	19%	1%	i	13%	-0.1%
CN(C)S(=O)(=O)c1ccc(NC(=O)CSc2n[nH]c(=O)n2C2CC2)cc1	?	i	-2.4	-3%	1%	-1%	i	?	-0.9%
COC(=O)C1=C[C@@H](C(=O)OC)[C@@H]2C3=C(C(=O)C2(C)C)[C@H](C)n2c(=O)n(-c4ccccc4)c(=O)n2[C@@H]3C1	-5%&-5%	i	0.8	-25%&-52%	?	nt	i	4%&-1%	3.9%
O=C(Nc1cccc(-c2cccc(Cl)c2)c1)C1CCN(Cc2nccs2)CC1	nt	i	1.0	-40%	?	nt	?	nt	-1.7%
Cn1c(/C=C/c2ccc(Br)cc2)nc2ccccc2c1=O	6%	i	0.8	1%	0%	-6%	i	?	6.6%
Cc1ccc(C(=O)NCc2ccc(Cl)cc2)o1	-3%	i	2.1	-1%	0%	2%	i	2%	2.4%
O=C(/C=C/c1ccc(Cl)cc1)Nc1nccs1	-1%	i	0.8	7%	-16%	3%	i	?	-0.8%
C=CCn1c(/N=C/c2ccc(OC)cc2)nc2ccccc21	-4%	i	-0.3	-6%	-6%	2%	?	10%	0.3%
Oc1ccccc1C1CCCCC1c1ccccc1 (stereo not drawn)	-1%	i	-0.2	-46%	?	3%	i	-4%	0.6%
O=C(O)c1ccc(-n2nncc2-c2ccccc2)cc1	-24%	i	0.2	-12%	-1%	3%	i	-18%	0.4%
O=C1NC(=O)C2(CCCc3ccc([N+](=O)[O-])cc32)N1 (stereo not drawn)	nt	i	-2.4	-2%	-8%	nt	i	nt	0.0%
Cc1ccc(S(=O)(=O)C(CNC(=O)c2c(F)cccc2F)c2ccco2)cc1 (stereo not drawn)	22%	nt	nt	-16%	0%	nt	i	nt	-0.6%
CCOc1ccc(Nc2cc(C)c3ccccc3n2)cc1	1%	i	-0.3	-38%	?	0%	i	2%	0.5%
